Assay outcomes deposited in PubChem by Broad Institute.
TcdB inh: TcdB glycohydrolase inhibition | actives 0.24% (n = 350,000) | inhibition, % at 9.99 µM | AID 652162 | TcdB glycohydrolase enzymatic assay, plate reader; in the data active = inhibition above about 10%
Target sequence (P18177 whole entry, looked up): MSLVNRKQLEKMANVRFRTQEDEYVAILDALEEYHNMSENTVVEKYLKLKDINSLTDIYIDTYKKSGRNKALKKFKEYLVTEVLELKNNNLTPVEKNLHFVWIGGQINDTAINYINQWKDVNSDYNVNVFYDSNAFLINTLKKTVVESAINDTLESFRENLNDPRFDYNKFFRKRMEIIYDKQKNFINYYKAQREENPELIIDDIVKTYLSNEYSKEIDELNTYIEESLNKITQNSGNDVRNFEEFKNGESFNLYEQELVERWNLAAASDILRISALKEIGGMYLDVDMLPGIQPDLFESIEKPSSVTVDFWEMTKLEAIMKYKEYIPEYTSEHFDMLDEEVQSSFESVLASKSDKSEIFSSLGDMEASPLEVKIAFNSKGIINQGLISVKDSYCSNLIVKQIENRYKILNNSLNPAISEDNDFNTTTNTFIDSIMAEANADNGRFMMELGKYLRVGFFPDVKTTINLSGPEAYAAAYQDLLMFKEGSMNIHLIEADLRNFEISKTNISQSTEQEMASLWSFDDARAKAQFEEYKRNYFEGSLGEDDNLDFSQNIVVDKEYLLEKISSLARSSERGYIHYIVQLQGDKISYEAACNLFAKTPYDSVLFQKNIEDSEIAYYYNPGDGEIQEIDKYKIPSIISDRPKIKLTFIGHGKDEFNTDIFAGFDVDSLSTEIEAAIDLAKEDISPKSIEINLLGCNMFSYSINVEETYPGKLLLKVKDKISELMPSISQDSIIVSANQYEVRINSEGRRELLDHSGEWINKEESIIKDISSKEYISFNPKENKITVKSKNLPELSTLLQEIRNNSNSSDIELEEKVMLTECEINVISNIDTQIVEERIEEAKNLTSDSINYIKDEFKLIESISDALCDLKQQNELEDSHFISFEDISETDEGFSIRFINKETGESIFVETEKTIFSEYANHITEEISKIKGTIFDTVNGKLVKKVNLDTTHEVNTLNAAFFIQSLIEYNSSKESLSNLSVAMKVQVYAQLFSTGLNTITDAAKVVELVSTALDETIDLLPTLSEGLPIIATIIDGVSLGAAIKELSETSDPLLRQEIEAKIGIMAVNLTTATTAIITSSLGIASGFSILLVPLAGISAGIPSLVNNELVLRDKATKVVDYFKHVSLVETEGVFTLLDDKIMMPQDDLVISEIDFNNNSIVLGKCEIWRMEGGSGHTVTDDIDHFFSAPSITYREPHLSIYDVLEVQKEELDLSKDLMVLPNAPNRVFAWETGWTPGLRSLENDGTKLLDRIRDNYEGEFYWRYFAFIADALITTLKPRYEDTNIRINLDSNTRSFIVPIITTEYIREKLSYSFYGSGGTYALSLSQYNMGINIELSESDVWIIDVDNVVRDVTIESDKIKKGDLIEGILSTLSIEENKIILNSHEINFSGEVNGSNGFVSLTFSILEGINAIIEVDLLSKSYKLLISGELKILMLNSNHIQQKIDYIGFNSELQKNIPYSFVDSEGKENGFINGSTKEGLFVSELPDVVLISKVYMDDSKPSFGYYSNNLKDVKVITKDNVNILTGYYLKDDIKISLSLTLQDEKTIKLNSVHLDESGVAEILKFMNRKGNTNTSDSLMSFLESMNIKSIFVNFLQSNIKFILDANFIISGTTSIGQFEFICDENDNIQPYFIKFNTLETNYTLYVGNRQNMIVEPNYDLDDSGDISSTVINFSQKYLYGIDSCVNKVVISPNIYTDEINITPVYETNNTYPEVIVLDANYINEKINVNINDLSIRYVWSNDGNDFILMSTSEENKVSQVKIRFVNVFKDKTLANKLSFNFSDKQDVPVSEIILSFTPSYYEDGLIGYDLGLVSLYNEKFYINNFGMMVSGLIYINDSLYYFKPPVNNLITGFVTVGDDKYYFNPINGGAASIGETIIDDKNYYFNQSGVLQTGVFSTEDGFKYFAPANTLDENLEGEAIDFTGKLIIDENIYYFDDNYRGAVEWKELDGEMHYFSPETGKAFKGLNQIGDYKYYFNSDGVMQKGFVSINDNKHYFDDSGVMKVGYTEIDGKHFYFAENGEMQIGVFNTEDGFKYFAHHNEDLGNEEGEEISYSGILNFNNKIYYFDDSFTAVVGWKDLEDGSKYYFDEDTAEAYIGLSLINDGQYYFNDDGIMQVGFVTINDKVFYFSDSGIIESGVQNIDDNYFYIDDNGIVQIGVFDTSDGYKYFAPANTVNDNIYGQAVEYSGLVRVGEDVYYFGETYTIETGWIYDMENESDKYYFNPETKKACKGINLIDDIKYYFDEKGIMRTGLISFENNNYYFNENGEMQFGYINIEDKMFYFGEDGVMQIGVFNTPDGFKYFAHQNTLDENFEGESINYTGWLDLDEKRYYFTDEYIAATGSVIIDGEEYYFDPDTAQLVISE
Active calls of the source: *; & = joins results of further samples. These rows are one share of the data (hit frequency here may not be typical).

1: CCC(=O)Nc1ccc2c(c1)C(=O)N(C)[C@H]1CC[C@H](CC(=O)Nc3ccc(OC)cc3)O[C@@H]1CO2
  TcdB inh: 1.0

2: CC(C)NC(=O)Nc1ccc2c(c1)CC(=O)N([C@@H](C)CO)C[C@@H](C)[C@H](CN(C)Cc1ccc(C(=O)O)cc1)O2
  TcdB inh: 0.6

3: C[C@@H]1CN([C@@H](C)CO)C(=O)c2cc(NS(C)(=O)=O)ccc2O[C@H]1CN(C)CC1CC1
  TcdB inh: -0.3

4: COc1ccc2c3c(n(C)c2c1)[C@@H](CO)N(CC1CC1)CC31CN(Cc2ccc(F)cc2)C1
  TcdB inh: -0.1

5: O=C(C[C@H]1CC[C@@H](NC(=O)Cc2ccccn2)[C@H](CO)O1)NCCc1ccccc1
  TcdB inh: -0.8

6: C[C@H]1CN([C@@H](C)CO)C(=O)Cc2cc(NC(=O)Nc3ccccc3)ccc2O[C@H]1CN(C)C(=O)Nc1cccc2ccccc12
  TcdB inh: 0.7

7: CCS(=O)(=O)N1CC2(CN(CC3CCOCC3)[C@@H](CO)c3c2c2ccc(OC)cc2n3C)C1
  TcdB inh: -0.1

8: O=S(=O)(N[C@@H]1CC[C@H](CCn2cc(-c3ccccn3)nn2)O[C@H]1CO)c1cccc(Cl)c1
  TcdB inh: 1.1

9: C[C@H](CO)N1C[C@H](C)[C@H](CN(C)Cc2ccc(C(=O)O)cc2)Oc2ccc(NS(=O)(=O)c3cccs3)cc2C1=O
  TcdB inh: -0.9

10: CN(C)CC(=O)N[C@@H]1CC[C@H](CC(=O)O)O[C@@H]1CO
  TcdB inh: 0.1

11: COCC(=O)Nc1ccc2c(c1)C(=O)N(C)C[C@@H](OC)[C@H](C)CN(Cc1cncnc1)[C@@H](C)CO2
  TcdB inh: -0.7

12: C[C@@H]1CN([C@@H](C)CO)C(=O)Cc2cc(NC(=O)Nc3ccc(C(F)(F)F)cc3)ccc2O[C@H]1CN(C)C(=O)Nc1ccc(F)cc1
  TcdB inh: 1.1

13: COc1ccc(NC(=O)Nc2ccc3c(c2)C(=O)N([C@@H](C)CO)C[C@H](C)[C@H](CN(C)C(=O)Nc2ccc(C(F)(F)F)cc2)OCCCC[C@H](C)O3)cc1
  TcdB inh: 0.5

14: C[C@H]1CN([C@@H](C)CO)C(=O)c2cc(NS(=O)(=O)c3ccc(F)cc3)ccc2O[C@@H]1CN(C)C(=O)Nc1ccccc1
  TcdB inh: 0.6

15: N#Cc1cccc(-c2ccc3c(c2)[C@H]2[C@H](CCN2S(=O)(=O)c2cccc(F)c2)[C@H](CO)N3)c1
  TcdB inh: 0.7

16: C[C@H]1CN([C@@H](C)CO)S(=O)(=O)c2ccc(C#CCN(C)C)cc2O[C@@H]1CN(C)Cc1ccccc1
  TcdB inh: 0.0

17: C[C@H](CO)N1C[C@H](C)[C@H](CN(C)C(=O)Nc2ccc(F)cc2)Oc2c(NS(C)(=O)=O)cccc2C1=O
  TcdB inh: 0.3

18: C[C@@H]1CN([C@H](C)CO)C(=O)c2cc(NC(=O)CCCN(C)C)ccc2O[C@@H](C)CCCCO[C@H]1CN(C)Cc1ccc2c(c1)OCO2
  TcdB inh: 0.4

19: CCCNC(=O)[C@@H]1[C@@H](CO)[C@@H]2Cn3c(ccc(-c4ccccc4OC)c3=O)[C@@H]2N1CC
  TcdB inh: -1.0

20: COc1ccc(-c2ccc([C@H]3[C@H](CO)N4C(=O)CN(Cc5ccc(F)cc5)C[C@@H]34)cc2)cc1
  TcdB inh: 0.4

21: CCCN(C)C[C@H]1OCCCC[C@H](C)Oc2ccc(NC(=O)C3CCCCC3)cc2C(=O)N([C@@H](C)CO)C[C@H]1C
  TcdB inh: -6.0

22: CO[C@H]1CN(C)C(=O)c2ccc(NS(=O)(=O)c3cn(C)cn3)cc2OC[C@@H](C)N(CC2CC2)C[C@H]1C
  TcdB inh: 2.7

23: COc1ccc(S(=O)(=O)N(C)C[C@@H]2Oc3ccc(N(C)C)cc3C(=O)N([C@H](C)CO)C[C@@H]2C)cc1
  TcdB inh: -5.2

24: COC(=O)[C@H]1[C@H](CO)[C@H]2Cn3c(ccc(-c4ccccc4F)c3=O)[C@H]2N1CC1CCCC1
  TcdB inh: -0.7

25: C[C@@H]1CN([C@@H](C)CO)C(=O)c2cc(C#CC3CC3)cnc2O[C@@H]1CN(C)Cc1ccccn1
  TcdB inh: -1.4

26: O=C(C[C@H]1C=C[C@H](NC(=O)c2cccc(F)c2)[C@@H](CO)O1)NCc1ccc(Oc2ccccc2)cc1
  TcdB inh: -1.7

27: O=C(Nc1cccc(F)c1)N1C[C@@H]2N[C@H](C1)C2c1ccc(-c2ccncc2)cc1 (stereo not given in full)
  TcdB inh: -0.5&-2.1

28: CCCN(C[C@@H]1[C@@H](c2ccccc2)[C@H](CO)N1C(C)=O)C(=O)NC(C)C
  TcdB inh: -0.3&0.2

29: Cc1noc(C)c1NC(=O)N(C)C[C@H]1Oc2ccc(NC(=O)CCC(F)(F)F)cc2CC(=O)N([C@@H](C)CO)C[C@H]1C
  TcdB inh: -16.5

30: CC(C)C[C@H]1COCn2nncc2CC[C@H](C)C(=O)N1
  TcdB inh: 0.4

Part of the list above, set out differently:
#	mol	TcdB inh
28	CCCN(C[C@@H]1[C@@H](c2ccccc2)[C@H](CO)N1C(C)=O)C(=O)NC(C)C	-0.3&0.2
21	CCCN(C)C[C@H]1OCCCC[C@H](C)Oc2ccc(NC(=O)C3CCCCC3)cc2C(=O)N([C@@H](C)CO)C[C@H]1C	-6.0

Later entries:
31: C[C@@H]1CN([C@@H](C)CO)C(=O)c2cc(C3=CCCCC3)cnc2O[C@@H]1CN(C)C(=O)Nc1cccc(F)c1
  TcdB inh: -0.1

32: C[C@@H]1CCCCO[C@H](CN(C)Cc2ccc(C(=O)O)cc2)[C@H](C)CN([C@@H](C)CO)C(=O)c2cc(NC(=O)C3CCCCC3)ccc2O1
  TcdB inh: -2.2

33: Cc1noc(C)c1NC(=O)N[C@@H]1C=C[C@H](CC(=O)Nc2ccc(-c3ccccc3)cc2)O[C@@H]1CO
  TcdB inh: 1.0

34: CCC(=O)N(C)C[C@@H]1Oc2cc(C#C[C@H](C)O)ccc2S(=O)(=O)N([C@@H](C)CO)C[C@@H]1C
  TcdB inh: -1.3

35: CC=Cc1ccc2n(c1=O)C[C@@H]1[C@@H](CO)[C@H](C(=O)N[C@H](C)c3ccccc3)[C@H]2N1Cc1cccnc1 (mixture of isomers)
  TcdB inh: 0.8

36: Cc1ccc(S(=O)(=O)Nc2ccc3c(c2)CC(=O)N([C@H](C)CO)C[C@H](C)[C@@H](CN(C)C(=O)Nc2c(C)noc2C)O3)cc1
  TcdB inh: 1.0

37: C[C@@H]1CN([C@H](C)CO)C(=O)Cc2cc(NS(=O)(=O)c3ccc(F)cc3)ccc2O[C@H]1CN(C)S(=O)(=O)c1cn(C)cn1
  TcdB inh: 1.5

38: C[C@@H]1CN([C@@H](C)CO)C(=O)Cc2cc(NC(=O)NC3CCCCC3)ccc2O[C@H]1CN(C)Cc1ccc(C(=O)O)cc1
  TcdB inh: -1.4

39: CO[C@H]1CC[C@H]2CCOc3c(C#N)cccc3C(=O)N(C)C[C@@H](c3ccccc3)CC(=O)N(C)C[C@H]1O2
  TcdB inh: -0.2

40: C[C@H](O)C#Cc1cnc2c(c1)C(=O)N([C@H](C)CO)C[C@H](C)[C@@H](CN(C)CC1CCCCC1)O2
  TcdB inh: 0.0

41: CCCNC(=O)C[C@H]1C[C@@H]2c3cc(NC(=O)C4CCOCC4)ccc3O[C@@H]2[C@@H](CO)O1
  TcdB inh: 0.0

42: C[C@@H]1CN([C@@H](C)CO)C(=O)c2cc(C#Cc3cccnc3)cnc2O[C@H]1CN(C)S(=O)(=O)c1ccccc1F
  TcdB inh: 0.9

43: Cc1ccc(S(=O)(=O)N(C)C[C@H]2Oc3c(cccc3N(C)C)C(=O)N([C@H](C)CO)C[C@H]2C)cc1
  TcdB inh: 0.3

44: Cc1noc(C)c1NC(=O)Nc1ccc2c(c1)CC(=O)N([C@H](C)CO)C[C@H](C)[C@@H](CN(C)C)O2
  TcdB inh: 0.9

45: C[C@@H]1CN([C@@H](C)CO)C(=O)c2cccc(NC(=O)c3ccc(-c4nccs4)cc3)c2O[C@@H]1CN(C)Cc1ccc2c(c1)OCO2
  TcdB inh: -3.4

46: C[C@@H]1CN([C@H](C)CO)C(=O)c2ccccc2-c2ccccc2CO[C@@H]1CN(C)C
  TcdB inh: 0.2

47: C[C@@H]1CN([C@H](C)CO)S(=O)(=O)c2ccc(/C=C/c3ccccc3)cc2O[C@@H]1CN(C)C
  TcdB inh: 1.8

48: CCC(=O)N1C[C@@H]2[C@H](c3ccccc31)[C@@H](CO)N2C(=O)CC1CC1
  TcdB inh: -0.7

49: CO[C@H](C(=O)N(C)C[C@H]1OCc2ccccc2-c2ccccc2C(=O)N([C@H](C)CO)C[C@H]1C)c1ccccc1
  TcdB inh: 0.4

50: C[C@H]1CN([C@@H](C)CO)C(=O)c2cccc(NC(=O)c3ccncc3)c2O[C@@H]1CN(C)C(=O)NC1CCCCC1
  TcdB inh: 1.2

51: CCNC(=O)C[C@@H]1CC[C@H]2[C@@H](COc3ccc(NC(=O)c4cscn4)cc3C(=O)N2C)O1
  TcdB inh: -0.7

52: COCC(=O)Nc1ccc2c(c1)OC[C@H](C)N(CC1CCCCC1)C[C@H](C)[C@@H](OC)CN(C)C2=O
  TcdB inh: -1.0

53: C[C@@H]1CN([C@@H](C)CO)C(=O)c2cc(C3=CCCC3)cnc2O[C@@H]1CN(C)C(=O)NC1CCCC1
  TcdB inh: 0.7

54: C[C@@H]1CN([C@H](C)CO)C(=O)c2cc(/C=C/c3ccccc3)cnc2O[C@@H]1CN(C)Cc1ccc2c(c1)OCO2
  TcdB inh: 1.1

55: Cc1noc(C)c1S(=O)(=O)N(C)C[C@@H]1Oc2ccc(NS(=O)(=O)c3ccc(Cl)cc3)cc2C(=O)N([C@@H](C)CO)C[C@@H]1C
  TcdB inh: -0.3

56: O=C(NCC1CC1)[C@@H]1[C@@H](CO)[C@@H]2Cn3c(cccc3=O)[C@@H]2N1C(=O)CC1CC1
  TcdB inh: -2.6

57: CN(C)C(=O)c1cc2c(c(-c3cccc(C4=CCCCC4)c3)n1)[C@@H](CCO)N(S(C)(=O)=O)C2
  TcdB inh: 0.3

58: CC(C)NC(=O)N(C)C[C@H]1Oc2ncc(C#CCc3ccccc3)cc2C(=O)N([C@H](C)CO)C[C@@H]1C
  TcdB inh: -0.1

59: N#C[C@@H]1[C@H](c2ccc(C3=CCCC3)cc2)[C@@H](CO)N1C(=O)c1cccc(F)c1
  TcdB inh: 0.3

60: C[C@@H]1CCCCO[C@@H](CN(C)Cc2ccc(Cl)c(Cl)c2)[C@@H](C)CN([C@H](C)CO)C(=O)c2cc(NS(=O)(=O)c3cn(C)cn3)ccc2O1
  TcdB inh: 1.4

Shown with tabs: 14 of the compounds above.
no.	mol	TcdB inh
44	Cc1noc(C)c1NC(=O)Nc1ccc2c(c1)CC(=O)N([C@H](C)CO)C[C@H](C)[C@@H](CN(C)C)O2	0.9
45	C[C@@H]1CN([C@@H](C)CO)C(=O)c2cccc(NC(=O)c3ccc(-c4nccs4)cc3)c2O[C@@H]1CN(C)Cc1ccc2c(c1)OCO2	-3.4
46	C[C@@H]1CN([C@H](C)CO)C(=O)c2ccccc2-c2ccccc2CO[C@@H]1CN(C)C	0.2
47	C[C@@H]1CN([C@H](C)CO)S(=O)(=O)c2ccc(/C=C/c3ccccc3)cc2O[C@@H]1CN(C)C	1.8
48	CCC(=O)N1C[C@@H]2[C@H](c3ccccc31)[C@@H](CO)N2C(=O)CC1CC1	-0.7
49	CO[C@H](C(=O)N(C)C[C@H]1OCc2ccccc2-c2ccccc2C(=O)N([C@H](C)CO)C[C@H]1C)c1ccccc1	0.4
50	C[C@H]1CN([C@@H](C)CO)C(=O)c2cccc(NC(=O)c3ccncc3)c2O[C@@H]1CN(C)C(=O)NC1CCCCC1	1.2
51	CCNC(=O)C[C@@H]1CC[C@H]2[C@@H](COc3ccc(NC(=O)c4cscn4)cc3C(=O)N2C)O1	-0.7
52	COCC(=O)Nc1ccc2c(c1)OC[C@H](C)N(CC1CCCCC1)C[C@H](C)[C@@H](OC)CN(C)C2=O	-1.0
53	C[C@@H]1CN([C@@H](C)CO)C(=O)c2cc(C3=CCCC3)cnc2O[C@@H]1CN(C)C(=O)NC1CCCC1	0.7
54	C[C@@H]1CN([C@H](C)CO)C(=O)c2cc(/C=C/c3ccccc3)cnc2O[C@@H]1CN(C)Cc1ccc2c(c1)OCO2	1.1
55	Cc1noc(C)c1S(=O)(=O)N(C)C[C@@H]1Oc2ccc(NS(=O)(=O)c3ccc(Cl)cc3)cc2C(=O)N([C@@H](C)CO)C[C@@H]1C	-0.3
56	O=C(NCC1CC1)[C@@H]1[C@@H](CO)[C@@H]2Cn3c(cccc3=O)[C@@H]2N1C(=O)CC1CC1	-2.6
57	CN(C)C(=O)c1cc2c(c(-c3cccc(C4=CCCCC4)c3)n1)[C@@H](CCO)N(S(C)(=O)=O)C2	0.3

Continuation:
61: C[C@@H]1CN([C@H](C)CO)C(=O)Cc2cc(NC(=O)Nc3ccccc3)ccc2O[C@@H]1CN(C)C(=O)Nc1ccccc1
  TcdB inh: 0.3

62: C[C@@H]1CN([C@@H](C)CO)S(=O)(=O)c2ccc(-c3cncnc3)cc2O[C@H]1CN(C)Cc1ccccn1
  TcdB inh: -0.1

63: O=C(c1ccc(F)cc1)N1CC(=O)N2[C@H](CO)[C@H](c3ccc(C#CC4CC4)cc3)[C@H]2C1
  TcdB inh: 0.0

64: C[C@H](CO)N1C[C@H](C)[C@@H](CN(C)C(=O)C2CC2)Oc2cc(C#CC3CCCC3)ccc2S1(=O)=O
  TcdB inh: -0.3

65: CO[C@@H](CN(C)Cc1nccs1)[C@H](C)CN([C@H](C)CO)S(=O)(=O)c1ccc(C)cc1
  TcdB inh: -2.0

66: CNC[C@@H]1OCCCC[C@H](C)Oc2ccc(NC(=O)CCC(F)(F)F)cc2C(=O)N([C@@H](C)CO)C[C@H]1C
  TcdB inh: 0.2

67: CCS(=O)(=O)N1CC(=O)N2[C@H](CO)[C@@H](c3ccc(C#CCC(C)C)cc3)[C@H]2C1
  TcdB inh: 1.0

68: C[C@@H]1CN([C@H](C)CO)C(=O)c2cc(NS(=O)(=O)c3ccc(F)cc3)ccc2O[C@H]1CN(C)CC1CC1
  TcdB inh: -3.1

69: CO[C@H]1CN(C)C(=O)c2ccc(NC(=O)Nc3ccc4c(c3)OCO4)cc2OC[C@@H](C)NC[C@@H]1C
  TcdB inh: -0.1
